From PubChem BioAssay
RGS4 pot: RGS4 potentiators or activators, primary screen, cell-based, HEK293 M3R inducible RGS4, calcium flux | 310,000 compounds, 0.92% hits | B-score at 10 µM | carbachol calcium flux Fluo4; stronger effect = lower value;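 active = B-score of the integrated calcium signal more than 4 SD below the library mean, with starting fluorescence not abnormally high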;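 also: negative B-score means reduced calcium response which marks RGS4 activation or potentiation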
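System – HEK293 FlpIn-TREx cells, stable M3R, doxycycline-inducible RGS4 · Reagent – ECmax carbachol challenge · Times – compound preincubation 20 min at room temperature before agonist · Technique – Fluo4 fluorescence kinetic imaging of calcium · Measure – B score of integrated Fluo4 ratio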
KCNQ1 block: inhibitors of human KCNQ1 channel, primary screen, cell-based, thallium flux, high-throughput | Potassium voltage-gated channel subfamily KQT member 1 (Homo sapiens), P51787 | 310,000 compounds, 1.3% hits | B-score at 10 µM | CHO-K1 KCNQ1, FluxOR thallium flux fluorescence; stronger effect = higher value;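 active = compounds whose thallium flux B-score, printed positive for inhibition, exceeds three library SD while starting fluorescence stays within three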;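 also: channel opened by potassium depolarization with thallium stimulus after 20 min compound exposure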
KCNK3 inh: human KCNK3 channel inhibitors, primary screen, CHO cells, FluxOR thallium flux, B-score. Potassium channel subfamily K member 3 (Homo sapiens), O14649. FluxOR fluorescence; stronger effect = lower value. B-score at 10 µM. 340,000 compounds, 0.84% hits. AID 602410, 2012;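 active = B-score under library mean minus 4 SD, starting fluorescence ratio at most library mean plus 5 SD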;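 also: more negative B-score means stronger inhibition of thallium flux through KCNK3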
PolyA inhibitor: polyadenylation inhibitors in yeast reporter cells, primary screen, luminescence, S. cerevisiae. calls only at 12 µM. 300,000 compounds, 0.02% hits. S. cerevisiae SKY197-pL101 polyadenylation reporter, beta-gal luminescence; efflux-impaired pdr1/pdr3 knockout yeast; score 100 = 6 SD above DMSO. AID 1875, 2009;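 active = lowest replicate activity score at least 50, where 100 means six control SD above control mean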;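 also: yeast exposed to compound for 9 h at 30 °C; higher score means more reporter readthrough which indicates perturbed polyadenylation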
KCNQ1 pot: potentiators or activators of KCNQ1 channel, primary screen, cell-based, thallium flux, high-throughput; AID 2648, 2010; 310,000 compounds, 0.35% hits; B-score at 10 µM; CHO-K1 KCNQ1, thallium flux FluxOR fluorescence; stronger effect = higher value; Potassium voltage-gated channel subfamily KQT member 1 (Homo sapiens), P51787;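 active = fluorescence ratio B-score, a plate-corrected score, at least three library SD, with initial intensity B-score within 5 SD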
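Assay system: CHO-K1 cells stably expressing KCNQ1; Medium: assay buffer with matched DMSO; Also added: K+/Tl+ depolarizing stimulus; Dosing: single dose; Timing: dye 90 min, compound 20 min, room temperature; Measured by: kinetic FluxOR thallium fluorescence, 10-s 1-Hz baseline, 110-s post-stimulus read; Read-out: peak-minus-minimum fluorescence over initial fluorescence, negative-control normalized, B-scored.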
hERG rescue: hERG rescue from dofetilide block, primary screen, cell-based, CHO-hERG, FluxOR thallium flux, dofetilide IC70; Voltage-gated inwardly rectifying potassium channel KCNH2 (Homo sapiens), Q12809; dofetilide IC70 present; activation (rescue from dofetilide block), less the hit threshold, % at 10 µM; 310,000 compounds, 0.51% hits; AID 1511, 2009;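 active = activation above the mean of controls blocked by dofetilide plus 5 SD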;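 also: thallium influx through hERG after potassium depolarization seen as dye fluorescence rise; in these data hits start at about 4.7%; inactives centre near -7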
GSK3B inh: human GSK3beta kinase inhibitors, primary screen, biochemical, cell-free homogeneous, HTS. Glycogen synthase kinase-3 beta (Homo sapiens), P49841. GST-GSK3beta kinase, ADP-Glo luminescence, 60 min; stronger effect = lower value. activity score (negative = inhibition), % at 10 µM. 300,000 compounds, 0.038% hits;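 active = more than half of replicate wells score below -50%, meaning over 50% inhibition versus plate controls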;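 also: 0% = median DMSO wells and -100% = median GW8510 positive control wells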
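test system = GST-tagged human GSK3beta kinase, cell-free | reagent = 25 µM ATP with peptide substrate | dosing = one dose of 10 µM per compound | schedule = 60 min reaction, RT | detection = luminescent ADP-Glo measurement of ADP formed | control set = DMSO neutral wells and GW8510 at 20 µM as positive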
RGS4 block: RGS4 inhibitors, primary screen, cell-based, HEK293 M3R inducible RGS4, calcium flux | Regulator of G-protein signaling 4 (Homo sapiens), P49798 | Fluo-4 calcium flux; stronger effect = higher value; triggered by carbachol at its EC20 | B-score at 10 µM | 310,000 compounds, 0.45% hits;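 active = B-score, a plate-corrected calcium signal, over three deviations above library mean, with baseline fluorescence within five deviations of library mean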;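 also: RGS4 expression induced by doxycycline in cells with stable M3 receptor; B-score is computed from the integrated fluorescence ratio over baseline after carbachol; higher B-score means a larger calcium signal and so more RGS4 inhibition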
Target sequence (P49798 whole entry, looked up): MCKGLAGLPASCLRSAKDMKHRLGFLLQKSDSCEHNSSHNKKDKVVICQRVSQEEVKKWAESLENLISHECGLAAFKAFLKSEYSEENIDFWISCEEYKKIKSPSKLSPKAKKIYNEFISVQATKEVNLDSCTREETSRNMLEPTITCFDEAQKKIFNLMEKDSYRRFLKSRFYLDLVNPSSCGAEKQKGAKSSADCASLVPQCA
GSK3 alpha inh: blockers of GSK3A enzyme activity – biochemical, luminescence, cell-free homogeneous, HTS, primary screen; Glycogen synthase kinase-3 alpha (Homo sapiens), P49840; GSK-3 alpha kinase, ADP-Glo luminescence, 60 min; inhibition, % at 10 µM; 320,000 compounds, 0.1% hits; AID 2650, 2010;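 in the data active = inhibition above about 50%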;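 also: GST-tagged GSK-3 alpha with peptide substrate and 25 µM ATP; 0% = DMSO neutral wells and 100% = GW8510 positive control wells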
Target sequence (P49840 whole entry, looked up): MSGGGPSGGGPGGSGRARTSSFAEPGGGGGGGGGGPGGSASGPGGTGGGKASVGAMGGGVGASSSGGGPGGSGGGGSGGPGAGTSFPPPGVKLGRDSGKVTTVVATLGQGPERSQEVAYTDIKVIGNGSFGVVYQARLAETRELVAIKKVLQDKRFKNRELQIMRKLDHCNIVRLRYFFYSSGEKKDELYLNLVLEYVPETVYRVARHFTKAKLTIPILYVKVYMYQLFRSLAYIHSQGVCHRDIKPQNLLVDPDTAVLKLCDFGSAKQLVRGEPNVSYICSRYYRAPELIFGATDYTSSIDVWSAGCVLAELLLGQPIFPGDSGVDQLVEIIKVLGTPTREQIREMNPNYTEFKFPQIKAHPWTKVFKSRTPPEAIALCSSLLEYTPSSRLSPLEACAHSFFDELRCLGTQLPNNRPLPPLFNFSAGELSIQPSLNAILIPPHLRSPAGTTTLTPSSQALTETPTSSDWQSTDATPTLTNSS
Dyrk1A ADPGlo: rat Dyrk1A kinase inhibitors, primary screen, biochemical, single point, plate reader; AID 504441, 2011; ADP-Glo luminescence, NFATc1 peptide; 310,000 compounds, 0.43% hits; Dual specificity tyrosine-phosphorylation-regulated kinase 1A (Rattus norvegicus), Q63470; inhibition, % at 12.5 µM; in the data active = inhibition above about 50%;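 also: plate controls were vehicle with enzyme for no effect and no enzyme for full effect; many of its hits are not listed in these tables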
KCNK9 block: KCNK9 potassium channel inhibitors, primary screen, HEK293 cells, thallium flux. Potassium channel subfamily K member 9 (Homo sapiens), Q9NPC2. 310,000 compounds, 1.2% hits. B-score at 10 µM. FluxOR thallium flux fluorescence; stronger effect = lower value;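 active = ratio B-score over 3 SD below the library mean, with starting fluorescence within 5 SD of its mean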;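 also: negative B-score means less thallium flux so channel inhibition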
Target sequence (Q9NPC2 whole entry, looked up): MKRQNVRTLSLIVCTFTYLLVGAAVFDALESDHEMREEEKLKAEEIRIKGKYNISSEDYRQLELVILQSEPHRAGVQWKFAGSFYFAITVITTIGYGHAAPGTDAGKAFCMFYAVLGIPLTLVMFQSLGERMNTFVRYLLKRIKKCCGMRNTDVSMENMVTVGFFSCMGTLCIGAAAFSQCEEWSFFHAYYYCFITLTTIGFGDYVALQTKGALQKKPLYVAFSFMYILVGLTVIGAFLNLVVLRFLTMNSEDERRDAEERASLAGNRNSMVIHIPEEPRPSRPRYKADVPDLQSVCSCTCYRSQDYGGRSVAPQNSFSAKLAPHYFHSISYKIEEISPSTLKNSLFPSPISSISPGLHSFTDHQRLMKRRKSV
Numbers without * were called inactive; i = inactive; x = no result given. Not all compounds are listed; rates above refer to the full screens.

The line under a structure holds: Dyrk1A ADPGlo	KCNK3 inh	KCNK9 block	GSK3B inh	RGS4 pot	PolyA inhibitor	KCNQ1 block	RGS4 block	hERG rescue	GSK3 alpha inh	KCNQ1 pot
> CC(=O)c1ccc(NC(=S)NCCCN2CCOCC2)cc1
→ x	i	i	0	i	i	i	i	-5	-1	i
> CCOC(=O)Cn1cc(C#N)c2ccccc21
→ -5	i	i	x	i	i	i	i	-14	x	i
> CC(CNC(=O)c1cc(COc2c(F)cccc2F)on1)Oc1cccnc1 (stereo not given)
→ -3	i	i	1	i	i	i	i	-5	0	i
> O=C(CCC1CCCC1)NCCCNC(=O)CCC1CCCC1
→ -11	i	i	-1	i	i	i	i	-7	1	i
> NC(=O)CSc1nnc(Cc2ccc3c(c2)OCO3)n1C1CCCCC1
→ 2	i	i	2	i	i	i	i	-11	7	i
> CCCSc1nnc(N)s1
→ -2	i	i	3	i	i	i	i	-2	1	i
> CCN(CC)S(=O)(=O)c1cc(NC(=O)C2Cc3ccccc3C(=O)O2)ccc1C (stereo not given)
→ -5	i	i	4	i	i	i	i	-6	0	i
> O=C(C1CC(=O)N(c2ccc3c(c2)OCCO3)C1)N1CCN(c2ccccc2)CC1 (stereo not given)
→ -13	i	i	3	i	i	i	i	-3	1	i
> Cc1cc(=O)oc(C)c1C(=O)N[C@@H](Cc1ccccc1)C(=O)O
→ -8	i	i	-1	i	i	i	i	-4	-1	i
> CCOC(=O)C1=C(C)N(CCCC(=O)O)C(=O)NC1c1ccccc1OS(=O)(=O)c1ccc([N+](=O)[O-])cc1 (stereo not given)
→ -1	i	i	-5	i	i	i	i	-11	3	i
> O=C(N/N=C/c1cn(-c2ccccc2)nc1-c1cccnc1)c1ccccc1
→ 1	-9.5*	i	2	i	i	i	i	-14	-5	i
> N#CCCN1CCN(Cn2c3ccccc3c3ccccc32)CC1
→ 6	i	i	-1	i	i	i	i	-6	-1	i
> CC(Sc1nc2c(cc1C#N)CCCCC2)C(=O)O (stereo not given)
→ x	x	i	2	i	i	i	i	-5	-3	i
> Cc1ccc(C)c(S(=O)(=O)N2CCN(C(=O)C3CCN(c4ncnc5sc(C)c(C)c45)CC3)CC2)c1
→ 11	i	i	-1	i	i	i	i	-12	2	i
> COc1cc(OC)c(C2N(c3ccc(Cl)c(Cl)c3)C(=O)C3CCCN32)cc1OC (stereo not given)
→ 5	i	i	3	i	i	i	i	-16	-3	i
> Cc1[nH]c(=O)c(C#N)c(C)c1Br
→ -3	i	i	1	i	i	i	i	-3	-3	i
> CCCN1CCC(=O)N([C@H](CSc2ccc(C)cc2)c2ccccc2)CC1
→ 8	i	i	-3	i	i	i	i	-9	1	i
> CN(C)CCCN(C(=O)c1ccc(S(=O)(=O)N2CCc3ccccc3C2)cc1)c1nc2c(F)cccc2s1
→ -1	i	i	-4	i	i	i	i	-16	0	i
> O=c1cc[nH]c2ccc([N+](=O)[O-])cc12
→ x	i	i	-1	i	i	i	i	-9	-2	i
> Cc1ccc(NC(=O)C(C)OC(=O)Cn2[nH]c(=O)c3ccccc3c2=O)cc1 (stereo not given)
→ 5	i	i	-2	i	i	i	i	-12	-1	i
> COc1cccc2cc(C(=O)OC(C)C(=O)c3ccc(C)cc3)c(=O)oc12 (stereo not given)
→ -7	i	i	0	i	i	i	i	0	2	i
> CC1Sc2ccc(C(=O)Nc3ncccc3O)cc2NC1=O (stereo not given)
→ 5	i	i	4	i	i	i	i	-12	2	i
> COc1ccc(N2CCN(C(=O)c3oc4ccccc4c3NC(=O)Cc3ccc(OC)c(OC)c3)CC2)cc1
→ 2	i	i	3	i	i	i	i	-6	-3	i
> Cc1cc(C(=O)OCC(=O)N2CC(=O)Nc3ccccc32)c(C)n1-c1ccccc1
→ 1	i	i	1	i	i	i	i	-4	-2	i
> Cc1[nH]c2ccccc2c1C(=O)COC(=O)C1CC(=O)N(Cc2ccccc2)C1 (stereo not given)
→ 4	i	i	-2	i	i	i	i	-17	x	i
> C=CCn1c(SCC(=O)Nc2nnc(CC)s2)nnc1-c1cccnc1
→ 11	i	i	1	i	i	i	i	-8	x	i
> CC(=O)c1ccc(OCC(O)CN2CCc3ccccc3C2)cc1 (stereo not given)
→ -4	i	i	1	i	i	i	i	-3	-2	i
> Cc1ccc(CSCCNC(=O)c2cccc([N+](=O)[O-])c2)cc1
→ -1	i	i	2	i	i	i	i	-7	0	i
> Nc1nc(SCc2ccc(Br)cc2)n[nH]1
→ -2	i	i	-2	i	x	i	i	-4	4	i
> CCn1cc(C(=O)OCC(=O)Nc2ccc(S(=O)(=O)N3CCCC3)cc2)c(=O)c2ccc(C)nc21
→ 4	i	i	-1	i	i	i	i	-12	-1	i
> CCCN(CCC)CCNC(=O)c1cc2c(C)nc3ccccc3c2o1
→ 20	i	i	1	i	i	i	i	-6	7	i
> COc1ccccc1C1C(C(C)=O)=C(C)N=c2s/c(=C\c3cc(OC)c(OC)c(OC)c3)c(=O)n21 (stereo not given)
→ -7	i	i	-1	i	i	i	i	-11	1	i
> COc1ccc(-c2nc3ccc(N4CCCC4)cc3c(=O)[nH]2)cc1OC
→ -1	i	i	0	i	i	i	i	-6	2	i
> Cn1c(CSc2nnc(SCc3ccccc3)s2)nc2ccccc21
→ 11	i	i	0	i	i	i	i	-12	-6	i
> COCCNc1nc(-c2ccccc2)nc2c1oc1ccccc12
→ -5	i	i	2	i	i	i	i	-13	-4	i
> CCc1noc(C)c1C(=O)Nc1cc(Cl)ccc1N1CCCC1
→ -4	i	i	-3	i	i	i	i	-10	-1	i
> Cc1ccc2cn[nH]c2c1[N+](=O)[O-]
→ 1	i	i	1	i	i	i	i	-7	3	i
> O=C1c2ccccc2C(=O)N1CCCC(=O)N1CCCc2ccccc21
→ -4	i	i	2	i	i	i	i	-15	-2	i
> CC(C)CNc1oc(-c2ccco2)nc1C#N
→ 15	i	i	10	i	i	i	i	-4	15	i
> COc1cccc(NC(=O)c2nnn(Cc3ccc(Br)cc3F)c2N)c1
→ -2	i	i	-2	i	i	i	i	-11	x	i
> COc1cc(/C=C/C(=O)Nc2nc3ccc(S(=O)(=O)NC(C)C)cc3s2)cc(OC)c1OC
→ -6	i	i	-3	i	i	i	i	-13	-1	i
> CCOC(=O)c1cc(=O)c2ccc(OCc3ccccc3)cc2o1
→ 0	i	i	0	i	i	i	i	-2	-2	i
> CCCCNC(=O)CSc1nc2cc3c(cc2c(=O)n1CCCN(CC)CC)OCO3
→ 3	i	i	-1	i	i	i	i	-12	-2	i
> Cc1ccccc1OCC(=O)NNC(=O)Cc1ccc(S(=O)(=O)N2CCOCC2)s1
→ 5	i	i	2	i	i	i	i	-7	-1	i
> CN(Cc1ccon1)C(=O)CC1C(=O)NCCN1CC1CCCCC1 (stereo not given)
→ 1	i	i	-2	i	i	i	i	-5	-2	i
> COC(=O)C1=C(C(=O)OC)SC2(S1)C(C(=O)OC)=C(C(=O)OC)SC1=C2c2cccc(C)c2NC1(C)C
→ 2	i	i	-1	i	i	i	i	-1	7	i
> CC1O[C@@H](O[C@H](C)CC[C@@H](C)O[C@H]2OC(C)[C@@H](O)C[C@H]2O)C(O)C[C@H]1O (stereo not given in full)
→ 7	i	i	2	i	i	i	i	-6	-2	i
> CCCC1S/C(=N/N=C/c2ccco2)NC1=O (stereo not given)
→ -5	i	i	0	i	i	i	i	-11	1	i
> O=C(O)C1CC=C(Cl)CC1C(=O)NC1CCCCC1 (stereo not given)
→ 11	i	i	-2	i	i	i	i	-10	0	i
> NC(=O)CSc1ccc(-c2ccc(F)cc2)nn1
→ -6	i	i	1	i	i	i	i	-4	0	i
> COc1cccc(C(=O)COC(=O)CCC(=O)NC2CCCCC2)c1
→ -2	i	i	4	i	i	i	i	-6	x	i
> CCS(=O)(=O)N1Cc2ccccc2CC1C(=O)N1CCN(c2cccc(C)c2C)CC1 (stereo not given)
→ 4	i	i	-3	i	i	i	i	-13	-1	i
> COc1cccc(CNC(=O)CCC2CCCN(C(=O)c3cc(C)on3)C2)c1 (stereo not given)
→ -4	i	i	-1	i	i	i	i	-19	-1	i
> O=C(CCn1cccc1)Nc1ccc(OC(F)(F)F)cc1
→ 3	i	i	0	i	i	i	i	-15	0	i
> O=C(O)Cc1sc(Nc2ccccc2)nc1-c1cccs1
→ x	i	i	1	i	x	i	i	-14	1	i
> CCN1CN(Cc2ccco2)CNC1=S
→ 0	i	i	0	i	i	i	i	-4	-6	i
> Cc1ccc(S[C@@H](CCN2CC[C@H](O)CCC2=O)c2ccccc2)cc1
→ -1	i	i	-4	i	i	i	i	-5	-1	i
> C/C(=N/NC(=O)CSc1nc2ccccc2s1)c1ccncc1
→ 5	i	i	1	i	i	i	i	-11	1	i
> NNC(=O)CNC(=O)C12CC3CC(CC(C3)C1)C2
→ -10	i	i	4	i	i	i	i	0	-1	i
